VLA-4 antagonist – inhibitors of LDV-FITC binding to Mn2+-activated VLA-4, primary screen, Jurkat cells. Integrin alpha-4 (Homo sapiens), P13612. LDV-FITC binding with Mn2+, flow cytometry; 100% = Mn2+-driven binding gain fully reversed. inhibition, % at 10 µM (by protocol). 24,000 tested, 0.2% active. AID 529, 2006;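 active means inhibition above 50%; inconclusive means compound itself fluorescent, judged against control cell fluorescence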;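 further: 0% = Mn2+ stimulated cells lacking compound and 100% = ligand binding without Mn2+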
Target sequence (P13612 whole entry, looked up): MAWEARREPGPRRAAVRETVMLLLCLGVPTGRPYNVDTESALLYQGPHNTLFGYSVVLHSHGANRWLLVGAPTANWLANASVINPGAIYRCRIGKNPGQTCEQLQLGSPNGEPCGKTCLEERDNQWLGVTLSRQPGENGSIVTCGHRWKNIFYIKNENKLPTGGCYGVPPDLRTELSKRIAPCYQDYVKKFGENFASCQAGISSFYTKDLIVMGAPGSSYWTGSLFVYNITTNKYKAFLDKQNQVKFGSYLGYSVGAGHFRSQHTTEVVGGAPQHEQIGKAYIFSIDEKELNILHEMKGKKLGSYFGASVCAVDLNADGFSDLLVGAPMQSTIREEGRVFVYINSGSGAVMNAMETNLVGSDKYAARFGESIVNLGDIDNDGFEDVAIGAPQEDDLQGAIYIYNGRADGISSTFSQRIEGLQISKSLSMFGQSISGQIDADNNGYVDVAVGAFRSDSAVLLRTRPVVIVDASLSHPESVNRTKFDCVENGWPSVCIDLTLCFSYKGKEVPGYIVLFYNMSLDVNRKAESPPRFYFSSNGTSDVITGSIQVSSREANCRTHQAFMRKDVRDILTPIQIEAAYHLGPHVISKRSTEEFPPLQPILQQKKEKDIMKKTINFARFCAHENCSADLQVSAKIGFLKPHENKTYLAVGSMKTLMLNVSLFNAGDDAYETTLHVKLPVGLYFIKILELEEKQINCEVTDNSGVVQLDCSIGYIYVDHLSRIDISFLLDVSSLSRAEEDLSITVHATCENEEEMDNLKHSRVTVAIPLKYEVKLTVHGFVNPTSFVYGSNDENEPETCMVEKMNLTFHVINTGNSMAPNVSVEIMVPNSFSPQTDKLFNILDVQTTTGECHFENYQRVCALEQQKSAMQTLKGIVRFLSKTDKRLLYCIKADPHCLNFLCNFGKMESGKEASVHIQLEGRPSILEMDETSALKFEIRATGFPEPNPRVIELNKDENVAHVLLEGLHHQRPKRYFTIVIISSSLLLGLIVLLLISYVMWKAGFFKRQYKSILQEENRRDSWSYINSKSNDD
Jurkat autofluor – compound autofluorescence on Jurkat cells, primary screen, artefact control for VLA-4 allosteric ligand project, cell-based, flow cytometry | active compounds read high; 1 = vehicle-only cell background | fluorescence ratio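 (tested at 10 µM compound in the well)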 | 24,000 tested, 0.61% active;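 active means fluorescence ratio above 2.44, which is 1 plus 3 SD of all ratios; inconclusive means signal too bright to measure linearly, ratio around 10 or more; inactive means fluorescence ratio below 2.44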;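 further: green fluorescence of cells measured with 488 nm excitation and 530 nm emission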
VLA-4 allo ag – enhancers of LDV-FITC binding to VLA-4 integrin, primary screen, Jurkat cells, flow cytometry. Integrin alpha-4 (Homo sapiens), P13612. activation, % at 10 µM (by protocol). 24,000 tested, under 10 active. AID 528, 2006;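 active means fluorescent ligand binding to cells raised by more than 40% of the manganese-induced maximum; inconclusive means compound's own fluorescence above 85% of the ligand control signal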;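 further: 0% = ligand binding without compound and 100% = manganese-stimulated maximal binding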
LNCaP diff act – activators of LNCaP prostate cell differentiation, primary screen, flow cytometry side scatter; 4 d; side scatter shift, % at 10 µM; 24,000 tested, 0.56% active;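 active means side scatter shift above 30%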;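 further: androgen-responsive LNCaP prostate cancer cells in charcoal-stripped serum medium; percent of cells past a gate set so DMSO wells show 10% shift; higher shift means more granular cells and more differentiation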
Numbers without * were called inactive; ? = inconclusive.

SMILES	VLA-4 antagonist	Jurkat autofluor	VLA-4 allo ag	LNCaP diff act
COC(=O)C1=C(NC(=O)c2cccs2)CCS1	-6	0.76	12	12
COc1ccc(C2CC(=O)c3cnc(NC(=O)c4ccccc4)nc3C2)cc1OC (configuration not stated)	16	0.9	-1	6
CC1CN(Cc2nc3c(c(=O)[nH]c(=O)n3C)n2CCN2CCOCC2)CC(C)O1 (configuration not stated)	12	1.1	-2	6
O=C(NCC(c1cccnc1)N1CCOCC1)Nc1ccccc1 (configuration not stated)	8	1	4	0
CN(C)c1ccc(CNC(=O)CN(C)S(=O)(=O)c2cccc3cccnc23)cc1	-4	1	-2	10
CCOC(=O)Nc1c(C)n(C)n(-c2ccccc2)c1=O	-15	1	6	6
Cc1cc(C(=O)COC(=O)CCc2nc3ccccc3s2)c(C)n1C	-12	1.1	6	9
O=C(CSc1ncccc1C(=O)O)NCCC1=CCCCC1	-36	1	6	9
CCCS(=O)(=O)N1CCCC(C(=O)N2CCN(C(=O)OCC)CC2)C1 (configuration not stated)	-5	1	0	4
Cc1cc2cc(CCNC(=O)c3ccc(S(=O)(=O)N4CCOCC4)cc3)c(=O)[nH]c2cc1C	?	1.1	?	5
CSc1nc(-c2ccccc2O)nc(-c2ccccc2O)n1	?	1.7	?	27
CCN(CC)c1ccc(NC(=O)c2nc3nc(C)cc(C(F)F)n3n2)cc1	-9	1.1	3	8
CCCCOc1ccc(C(=O)Nn2cnnc2)cc1	-8	0.99	0	7
Nc1nonc1-c1noc(COc2ccccc2Cl)n1	-11	0.98	10	5
CCC(C)NC(=O)C1CCN(C(=O)N(C)C)CC1 (configuration not stated)	8	1.1	-1	6

Next section; the last 4 above are carried over.
SMILES	VLA-4 antagonist	Jurkat autofluor	VLA-4 allo ag	LNCaP diff act
CCN(CC)c1ccc(NC(=O)c2nc3nc(C)cc(C(F)F)n3n2)cc1	-9	1.1	3	8
CCCCOc1ccc(C(=O)Nn2cnnc2)cc1	-8	0.99	0	7
Nc1nonc1-c1noc(COc2ccccc2Cl)n1	-11	0.98	10	5
CCC(C)NC(=O)C1CCN(C(=O)N(C)C)CC1 (configuration not stated)	8	1.1	-1	6
CCc1ccc2oc(-c3cc(N)ccc3Cl)nc2c1	-14	1.2	6	7
CC1CCCCC1NC(=O)CC1Oc2ccccc2NC1=O (configuration not stated)	-3	1.1	3	6
CC1CCN(CCn2c(=S)[nH]c3ncccc3c2=O)CC1	-4	1.1	-2	5
O=C(Cn1cc2c(n1)CCCC2)NCc1cccc(Cl)c1	-4	0.98	4	5
Cc1ccc(-n2cnnn2)c2cccnc12	-2	1	2	4
COc1ccc2c(c1)CCc1c(C(=O)NCc3ccc(F)cc3)noc1-2	-5	1.1	1	7
Cc1cccc(-n2c(=O)cc(N3CCN(c4ccc(F)cc4)CC3)[nH]c2=O)c1	-10	1.1	-6	8
CCCC(=O)Nc1ccc(C(=O)O)cc1NC(=O)CCC	1	1	-2	10
CN(c1ccccc1C(=O)N1CCN(c2cccc(Cl)c2)CC1)S(C)(=O)=O	-14	1.1	-7	4
COCCOC(=O)C1=C(C)NC(=O)N(C(C)=O)C1c1ccc(Cl)cc1 (configuration not stated)	?	1.5	?	8
C=CCn1c(SCC(=O)C(C)(C)C)nnc1-c1ccccn1	-9	0.95	-2	12
COCCNC(=O)c1noc2c1CCc1cc(OC)ccc1-2	17	1	-1	2
Cc1cccc(CSC2=NCCN2C(=O)c2ccc(Br)o2)c1	33	1.1	-6	11
CCCCN(C)C(=O)CS(=O)(=O)Cc1nc(-c2cccc(OC)c2)oc1C	-15	1	2	2
CSc1ccccc1NC(=O)c1c(Br)cnn1C	-7	1	0	3
Cn1cc(CC(=O)Nc2cccc(C#N)c2)c2ccccc21	4	1	-2	11
Cc1ccccc1C1CC(c2ccc(Br)cc2)Nc2nc(N)nn21 (configuration not stated)	?	1.2	?	1
Cc1ccc(C(=O)NC2CC3CCCC(C2)N3C(=O)NC2CCCCC2)cc1 (configuration not stated)	39	1.1	-5	5
COc1ccc(C2C(C#N)=C(C)NC3=C2C(=O)CC(C)(C)C3)c(OC)c1 (configuration not stated)	0	1	-2	22
COc1cccc(C(=O)NCc2nnc(SCC(=O)Nc3nccs3)n2-c2ccccc2)c1	8	0.99	5	12
COc1ccccc1C(=O)N1CCCC(c2nc(-c3cc(OC)c(OC)c(OC)c3)no2)C1 (configuration not stated)	4	1.1	-7	11
COc1cc(CN(C)CCc2ccccn2)cc(OC)c1OC	-28	0.98	3	5
Cc1nc(C)c(C(=O)C2=C(O)C(=O)N(CCN3CCOCC3)C2c2cccnc2)s1 (configuration not stated)	-22	1	-4	14
NC1(N)OC(CN2C(=O)c3ccccc3C2=O)CS1 (configuration not stated)	?	1.1	-4	5
Cc1ccccc1CNC(=O)Nc1cccs1	8	1.1	-2	0
CCOc1ccc(Cl)cc1S(=O)(=O)N1CCCC1	-2	0.99	2	13
Cc1ccc(Cl)cc1-n1c(=O)cc(N2CC(C)OC(C)C2)[nH]c1=O (configuration not stated)	-4	1.1	-5	7
CC(C)N(C(=O)COC(=O)c1ccc(O)cc1)C(C)C	-6	1.1	0	5
CCOc1ccc(-n2c(=O)[nH]cc(C(=O)N3CCCc4ccccc43)c2=O)cc1	1	1.1	6	14
CN1CCN(c2nc(NCCOC34CC5CC(CC(C5)C3)C4)nc(OCC(F)(F)F)n2)CC1	4	0.97	4	21
COc1ccc(N2CCC(CNC(=O)Nc3ccc(C)c(C)c3)C2)cc1 (configuration not stated)	12	1.1	-3	6
COc1cc(OC)c(C2C(C(=O)O)c3ccccc3C(=O)N2C)cc1OC (configuration not stated)	-17	1	0	8
Cc1ccc(CN2CCN(CC(=O)N3CCc4ccccc4C3)C2=O)cc1	0	0.97	-1	0
Cc1c(C(=O)NCc2cccnc2)sc2ncn(CC(=O)N3CCCCC3C)c(=O)c12 (configuration not stated)	-5	1	-3	10
CCOC(=O)c1csc(NC(=O)C2CCCCC2)n1	-12	1	4	10
Cc1nc2c(-c3ccccc3)c(C)[nH]n2c(=O)c1Cl	-3	1.1	0	15
O=C(CCCn1c(=O)[nH]c2cc(Cl)ccc2c1=O)NCCCN1CCCC1=O	-2	1	4	3
CCOC(=O)N1CCN(C(=O)c2cn(CC(C)C)c(=O)c3c2c2ccccc2n3C)CC1	10	1.1	-3	7
CC(=O)c1cccc(-n2nnnc2SCC(=O)N2CCCC2)c1	-10	1	0	4
Cc1ccc(S(=O)(=O)N(C)CC(=O)NC2CC(C)(C)NC(C)(C)C2)cc1	-19	1.1	4	15
COc1ccc(C(=O)N2CCN(S(=O)(=O)c3ccc(C)cc3C)CC2)cc1OC	0	0.95	3	19
CCC(=O)N1CCc2cc(Br)cc(S(=O)(=O)N3CCCCCC3)c21	11	1.1	0	7
CCC(C)NC(=O)C1CCN(S(=O)(=O)CC)CC1 (configuration not stated)	?	1.4	?	4
CCN(CC)c1nc(-c2nn[nH]n2)nc(N(CC)CC)n1	10	1.1	-3	3
CC(=O)Nc1ccccc1N(C)S(=O)(=O)c1ccc(C)cc1	-9	0.94	2	8
O=C(O)c1cc(-c2ccccc2)c(N2CCOCC2)s1	-28	1.1	-1	17
O=S(=O)(c1ccccc1S(=O)(=O)N1CCCCC1)N1CCCCC1	-7	0.85	18	9
CCC1CCCCN1C(=O)CSc1nnc(-c2ccc(OC)cc2)o1 (configuration not stated)	1	1	-5	10
COCCNS(=O)(=O)c1ccc2c(c1)oc(=O)c1cc(S(=O)(=O)NCCOC)ccc12	-8	1.1	-5	19
COc1ccc2oc(=O)cc(C)c2c1	-4	1	6	11
N#Cc1nc(N2CCOCC2)nc(N2CCOCC2)n1	-18	0.92	2	7
O=C(c1ccc(S(=O)(=O)N2CCOCC2)cc1)N(c1ccccc1)C1C=CS(=O)(=O)C1 (configuration not stated)	-1	1	-3	1
Cc1n[nH]c(C)c1S(=O)(=O)N1CCCC(C(=O)NC2CCCc3ccccc32)C1 (configuration not stated)	?	2.5*	?	4
O=C(Nc1cnn(Cc2ccc(F)cc2)c1)c1cc(-c2cccs2)on1	16	1.1	-3	8
CCN(CC)CCCNC(=O)C1c2ccccc2C(=O)N(C)C1c1ccc(OC)cc1 (configuration not stated)	5	0.98	-2	6
CCCOc1ccc(N2C(=O)CC(NCCCN3CCC(C(N)=O)CC3)C2=O)cc1 (configuration not stated)	-27	1	2	12
Cc1csc(NC(=O)CN(C)S(=O)(=O)c2cccc3cccnc23)n1	2	0.99	1	2
CC(C)OC(=O)CCCN1C(=O)c2ccc(N)cc2C1=O	8	1.1	5	3
CC(=O)N1CCc2cc(S(=O)(=O)NC(CC(C)C)C(=O)Nc3cc(C(=O)O)ccc3C)ccc21 (configuration not stated)	1	1.1	-2	8
COc1ccc(C(=O)N2CCN=C2SCc2cccnc2)c(OC)c1	-12	1.1	4	10
Going on with the list:
SMILES	VLA-4 antagonist	Jurkat autofluor	VLA-4 allo ag	LNCaP diff act
CCOC(=O)N1CCN(C(=O)c2cnc3n(c2=O)CCS3)CC1	-8	0.88	1	9
CC(C)(C)OC(=O)N1CCOCCOCCN(C(=O)OC(C)(C)C)CCOCCOCC1	-22	1.1	0	15
COC(=O)c1ccc(NC(=O)C2C3CCC(C3)C2C(=O)O)cc1 (configuration not stated)	6	1	1	12
c1ccc(Cn2ncc3c2ncn2c(-c4ccncc4)nnc32)cc1	-8	1.1	4	5
O=C(c1ccccc1-c1ccccc1)N1CCN(c2ccccn2)CC1	?	1.1	?	14
Cc1cc(NC(=O)C2COc3ccccc3O2)no1 (configuration not stated)	4	1.1	-1	5
NS(=O)(=O)c1cc2c(cc1Cl)NCNS2(=O)=O	-10	1.1	3	3
O=C(CCCN1C(=O)c2ccccc2C1=O)Oc1ccc(F)cc1	-12	0.92	0	5
Cc1ccc(-c2nnc3n2N=C(c2ccc(Br)cc2)CS3)cc1	?	0.99	?	7
CCN(CCCNC(=O)CCNC(=O)Cn1ccc2ccccc2c1=O)c1ccccc1	-13	1.1	2	10
COc1ccc(CNC(=O)C2CC(c3ccc(F)cc3)=NO2)cc1 (configuration not stated)	25	0.98	-8	5
CC(=O)Nc1ccc(NS(=O)(=O)C(F)(F)F)cc1	-26	1.1	4	8
COc1ccc(S(=O)(=O)Cc2ccc(C(=O)N3CCOCC3)o2)cc1	-15	1	2	6
COCCCNC(=O)CCCn1c(=O)c2ccccc2n(CC(=O)Nc2c(C)cccc2C)c1=O	-2	1	-1	11
O=C(CCS(=O)(=O)c1ccc(Br)cc1)N1CCN(c2ccccc2F)CC1	1	1	6	6

Record cards (already shown):
`CC(C)(C)OC(=O)N1CCOCCOCCN(C(=O)OC(C)(C)C)CCOCCOCC1` across the screens: VLA-4 antagonist: -22; Jurkat autofluor: 1.1; VLA-4 allo ag: 0; LNCaP diff act: 15
`Cc1cc(NC(=O)C2COc3ccccc3O2)no1` (configuration not stated) across the screens: VLA-4 antagonist: 4; Jurkat autofluor: 1.1; VLA-4 allo ag: -1; LNCaP diff act: 5
`CCOC(=O)N1CCN(C(=O)c2cnc3n(c2=O)CCS3)CC1` across the screens: VLA-4 antagonist: -8; Jurkat autofluor: 0.88; VLA-4 allo ag: 1; LNCaP diff act: 9

(cont.)
SMILES	VLA-4 antagonist	Jurkat autofluor	VLA-4 allo ag	LNCaP diff act
CCOc1ccccc1NC(=O)C1CCCN1C(=O)OCc1ccccc1 (configuration not stated)	-10	1.1	0	6
COc1ccc(-c2nc(C)sc2CC(=O)O)cc1	-22	0.96	4	3
CCOc1ccc(S(=O)(=O)N(C)C)cc1-c1nc2c(C(C)(C)C)nn(C)c2c(=O)[nH]1	-6	1.1	-2	14
CCN1C(=O)c2ccccc2S(=O)c2ccc(C(=O)N3CCCC3)cc21 (configuration not stated)	-6	0.98	2	10
Cc1cccc(N(C)S(=O)(=O)c2ccc3[nH]c(=O)c(=O)[nH]c3c2)c1	-19	1.1	3	6
Oc1c(Cl)cc(Cl)cc1CNc1ccc(Br)cn1	-16	1.1	5	13
Cc1cc(C)c2c(=O)[nH]n(C3CCOC(C)(C)C3)c2n1 (configuration not stated)	-13	1.1	-2	6
CCOC(=O)c1c(C)c(C(=O)N2CCCCCC2)c(C)n1C	-2	1	-5	11
CCc1c(C)sc(NC(=O)c2cc(C3CC3)on2)c1C#N	5	1.1	-3	4
CN(CCCNC(=O)C1CCC(=O)N1Cc1ccc(F)cc1)c1ccccc1 (configuration not stated)	12	1	2	3
CC(C)C(NC(=O)OC(C)(C)C)C(=O)N1CCCC1C(=O)NC(Cc1ccccc1)C(N)=O (configuration not stated)	3	1	0	1
COc1cccc(Nc2c(F)c(F)c(F)c(F)c2C(=O)O)c1	-25	1.1	7	16
O=C(Nc1ccn(Cc2ccc(F)cc2)n1)c1ccncc1	4	1.2	-17	18

Assay outcomes: PubChem, NMMLSC

Only part of the results is shown; the hit share may differ from the screen's.
